697 NFkB inh – inhibitors of PMA/ionomycin-induced NF-kB reporter, 697 cells, primary screen, B-cell NF-kB inhibitor project, cell-based, luminescence, uHTS | 697 B-cell NF-kB luciferase reporter, 16 h | inhibition, % at 4 µM | hit rate 0.33% among 330,000 | AID 435022, 2010; in the data active means inhibition above about 35%
Jurkat NFkB inh – inhibitors of induced NF-kB luciferase reporter, primary screen, TCR NF-kB activation inhibitor project, cell-based, luminescence, uHTS. Jurkat, PMA/ionomycin-induced NF-kB luciferase reporter. inhibition, % at 4 µM. hit rate 0.53% among 330,000. AID 435003, 2010; in the data active means inhibition above about 50%
TIM10 inh – growth inhibitors of isogenic TIM10 control yeast, primary screen, counter-screen for tim10-1 yeast inhibitor project, luminescence, uHTS; S. cerevisiae TIM10 strain growth, BacTiter-Glo luminescence, 24 h; inhibition, % at 10 µM; hit rate 1.4% among 330,000;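 active means inhibition of 40% or more at the single tested concentration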;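 further: wild-type TIM10 isogenic control strain grown at permissive 25 °C; 0% = DMSO yeast wells and 100% = minimal medium wells without yeast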
UPR XBP1 act – activators of adaptive XBP1 UPR arm, primary screen, cell-based, CHO-XBP1 luciferase reporter, luminescence, uHTS; IRE1-XBP1 UPR activation; percent of tunicamycin response, DMSO as zero; activation, % at 20 µM; hit rate 0.33% among 330,000;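 active means versus positive control, 20 µM dose yields 30% or more activation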;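 further: 100% = tunicamycin at 10 µg/mL and 0% = DMSO only wells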
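assay system = CHO-XBP1 luciferase reporter cells | amount = 1000 cells/well | buffer or medium = F12 plus 10% FBS | compound dosing = single point, 20 µM final compound, 1% DMSO | incubation = 16-18 h cell attachment at 37 °C, then 6 h compound exposure | detection = Steady-Glo luminescence read | controls = tunicamycin 10 µg/mL and vehicle-only wells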
tim10-1 inh – growth inhibitors of tim10-1 mutant yeast, primary screen, luminescence, uHTS; S. cerevisiae tim10-1 ts strain growth, BacTiter-Glo, 24 h; inhibition, % at 20 µM; hit rate 2.2% among 330,000; AID 463190, 2010;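 active means inhibition of at least 40%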;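 further: mutant grown at 25 °C; 0% = DMSO wells with yeast and 100% = wells holding no yeast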
tim23-1 inh – growth inhibitors of tim23-1 mutant yeast, primary screen, luminescence, uHTS; S. cerevisiae tim23-1 growth, BacTiter-Glo luminescence, 24 h; inhibition, % at 20 µM; hit rate 1.3% among 330,000;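 active means growth inhibition of the mutant yeast at or above 50%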;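 further: temperature-sensitive mutant grown at 25 °C; plate controls were DMSO-treated mutant yeast for no effect and medium wells lacking yeast for full effect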
Mdm2-MdmX inh – inhibitors of human Mdm2-MdmX association, primary screen, cell-based, luminescence, split luciferase, SaOS-2, uHTS. Protein Mdm4 (Homo sapiens) + E3 ubiquitin-protein ligase Mdm2 (Homo sapiens), …. SaOS-2 split-luciferase Mdm2/MdmX complementation. inhibition, % at 8 µM. hit rate 3% among 330,000. AID 485346, 2010;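 active means inhibition of at least 50% at 8 µM in the primary screen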
Target sequence (O15151 whole entry, looked up): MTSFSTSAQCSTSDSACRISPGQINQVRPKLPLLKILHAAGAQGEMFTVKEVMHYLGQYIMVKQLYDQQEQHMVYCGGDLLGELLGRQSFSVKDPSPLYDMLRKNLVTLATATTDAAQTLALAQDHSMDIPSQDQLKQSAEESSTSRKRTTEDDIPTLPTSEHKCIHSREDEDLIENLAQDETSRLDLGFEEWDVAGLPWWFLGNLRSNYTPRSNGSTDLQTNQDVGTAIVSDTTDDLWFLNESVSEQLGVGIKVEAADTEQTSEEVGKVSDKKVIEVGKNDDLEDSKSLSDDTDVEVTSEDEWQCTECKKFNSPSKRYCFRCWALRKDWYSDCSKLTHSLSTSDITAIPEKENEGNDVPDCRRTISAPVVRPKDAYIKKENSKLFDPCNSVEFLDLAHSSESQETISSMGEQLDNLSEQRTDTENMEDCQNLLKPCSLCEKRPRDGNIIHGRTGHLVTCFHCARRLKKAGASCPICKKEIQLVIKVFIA
Target sequence (Q00987 whole entry, looked up): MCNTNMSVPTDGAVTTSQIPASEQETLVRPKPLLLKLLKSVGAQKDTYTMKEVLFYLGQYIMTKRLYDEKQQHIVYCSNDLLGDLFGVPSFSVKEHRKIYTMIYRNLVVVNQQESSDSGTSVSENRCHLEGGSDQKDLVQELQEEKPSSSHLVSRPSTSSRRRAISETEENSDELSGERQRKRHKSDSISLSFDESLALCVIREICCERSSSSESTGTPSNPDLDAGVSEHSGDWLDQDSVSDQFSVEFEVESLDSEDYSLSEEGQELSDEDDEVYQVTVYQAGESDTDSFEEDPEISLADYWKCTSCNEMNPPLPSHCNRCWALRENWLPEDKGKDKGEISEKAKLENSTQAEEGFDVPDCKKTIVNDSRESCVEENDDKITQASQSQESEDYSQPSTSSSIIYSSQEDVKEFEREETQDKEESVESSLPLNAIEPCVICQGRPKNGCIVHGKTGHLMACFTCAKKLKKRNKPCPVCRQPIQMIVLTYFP
CHOP UPR activ – activators of apoptotic CHOP UPR arm, primary screen, cell-based, CHO-CHOP luciferase reporter, luminescence, uHTS | AID 449763, 2010 | hit rate 0.34% among 330,000 | UPR activation; percent of tunicamycin response over DMSO baseline | activation, % at 10 µM;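 active means at 10 µM dose, activation of 40% or more, normalized to positive control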;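 further: 100% = tunicamycin at 10 µg/mL and 0% = DMSO alone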
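System: CHO-CHOP luciferase reporter cell line; amount: 500 cells/well; buffer or medium: F12 medium containing 10% fetal bovine serum; incubation: 6 h compound exposure at 37 °C after overnight seeding; measured by: luciferase luminescence after 10 min with Steady-Glo reagent; evaluation: % reporter activation, DMSO baseline versus tunicamycin full activation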
* marks the source's active call; other numbers are inactive results. Compounds as they come; any-hit rate near 6.6%.

1) O=C(NCc1ccccc1)c1ccc(CN2CCC(Cc3ccccc3)CC2)cc1
2) COc1ccc(NC(=O)CN(CC(=O)Nc2ccc(OC)cc2)C(C)(C)CO)cc1
3) COc1cccc(NC(=O)CCc2nc(-c3ccccc3F)no2)c1
4) COc1ccc(N2CCN(c3ccc(Cl)nn3)CC2)cc1
5) CCOC(=O)c1c(NC(=O)C(C)Sc2nnc(C)c(=O)[nH]2)sc2c1CCCC2 (stereo unspecified)
6) CCNC(=O)CCSc1nc(C)cc(C)n1
7) CC(C)(C)N(Cc1ccccc1)C(=O)COC(=O)C1CCCCC1
8) N/C(CCS(=O)(=O)c1ccc(Cl)cc1)=N\OC(=O)c1ccccc1C(F)(F)F

screen / no.	1	2	3	4	5	6	7	8
tim10-1 inh	11	10	-1	11	15	7	25	64*
CHOP UPR activ	-0.4	-0.4	1.0	0.6	-0.6	-0.8	-2.2	3.2
Mdm2-MdmX inh	54*	6	6	0	-22	4	1	94*
tim23-1 inh	-40	-1	-10	6	22	26	36	35
697 NFkB inh	-10	11	5	-17	6	13	-6	3
Jurkat NFkB inh	-6	7	-3	1	-1	-22	-3	13
UPR XBP1 act	-3	-3	-2	0	1	1	-3	0
TIM10 inh	-18	-7	-29	-1	1	-8	16	34

Continued, starting with the last 2 of the part before.
7) CC(C)(C)N(Cc1ccccc1)C(=O)COC(=O)C1CCCCC1
8) N/C(CCS(=O)(=O)c1ccc(Cl)cc1)=N\OC(=O)c1ccccc1C(F)(F)F
9) O=C(COc1ccc(S(=O)(=O)N2CCCC2)cc1Cl)NCc1ccccn1
10) COc1cc(C(=O)N/C(=C\c2cn(C)c3ccccc23)C(=O)N2CCN(C)CC2)cc(OC)c1OC
11) c1ccc(Cc2noc(CN3CCCC(CN4CCOCC4)C3)n2)cc1 (stereo unspecified)
12) COc1ccc(C(=O)Nc2ccccc2C(=O)NCc2cccnc2)cc1
13) O=[N+]([O-])c1cc(C(F)(F)F)ccc1N1CCN(S(=O)(=O)c2ccc3c(c2)CCCC3)CC1
14) COc1c2occc2c(OC)c2c(=O)cc(C(F)(F)C(F)(F)F)oc12
15) Nc1ncnc(N2CCc3ccccc32)c1[N+](=O)[O-]
16) O=C(NCN1C(=O)C2C3C=CC(C3)C2C1=O)Nc1cccnc1 (stereo unspecified)

screen / no.	7	8	9	10	11	12	13	14	15	16
tim10-1 inh	25	64*	15	-3	-6	21	18	8	-4	7
CHOP UPR activ	-2.2	3.2	1.7	3.1	1.9	2.7	-0.7	-1.7	-1.8	-2.8
Mdm2-MdmX inh	1	94*	26	13	9	27	36	15	82*	5
tim23-1 inh	36	35	13	5	5	14	7	1	1	2
697 NFkB inh	-6	3	6	-2	10	9	-40	12	13	9
Jurkat NFkB inh	-3	13	17	6	5	36	31	-10	31	15
UPR XBP1 act	-3	0	0	-5	-3	-4	-1	2	-2	-1
TIM10 inh	16	34	3	5	-7	10	4	1	0	3

Just tim10-1 inh, CHOP UPR activ and TIM10 inh, for six of the compounds above:
entry	structure	tim10-1 inh	CHOP UPR activ	TIM10 inh
9	O=C(COc1ccc(S(=O)(=O)N2CCCC2)cc1Cl)NCc1ccccn1	15	1.7	3
10	COc1cc(C(=O)N/C(=C\c2cn(C)c3ccccc23)C(=O)N2CCN(C)CC2)cc(OC)c1OC	-3	3.1	5
11	c1ccc(Cc2noc(CN3CCCC(CN4CCOCC4)C3)n2)cc1 (stereo unspecified)	-6	1.9	-7
12	COc1ccc(C(=O)Nc2ccccc2C(=O)NCc2cccnc2)cc1	21	2.7	10
13	O=[N+]([O-])c1cc(C(F)(F)F)ccc1N1CCN(S(=O)(=O)c2ccc3c(c2)CCCC3)CC1	18	-0.7	4
14	COc1c2occc2c(OC)c2c(=O)cc(C(F)(F)C(F)(F)F)oc12	8	-1.7	1

(more compounds)
17) CCC(C)(C)NC(=O)C(OC(=O)c1ccco1)c1ccc(OC)cc1 (stereo unspecified)
18) Cc1ccc(S(=O)(=O)Nn2cnnc2)cc1
19) CCOC(=O)N1CCN(C(=O)CSc2ccc3nnc(-c4ccccn4)n3n2)CC1
20) COCCCn1c(SCC(=O)OC2CCCCC2)nnc1-c1cccs1
21) Cc1nn2c(C(F)(F)F)c3c(nc2c1-c1ccccc1)CCC3
22) O=C(NC1CCCCC1)Oc1ccccc1
23) Nc1nc2n(n1)C(c1ccco1)CC(c1ccc(Cl)cc1)N2 (stereo unspecified)
24) CC1CCCN(CCCOc2ccc(Cl)cc2Br)C1 (stereo unspecified)

screen / no.	17	18	19	20	21	22	23	24
tim10-1 inh	19	6	7	25	25	-11	20	-63
CHOP UPR activ	0.7	4.6	-0.4	0.7	1.9	2.6	-1.2	1.7
Mdm2-MdmX inh	16	11	15	9	16	19	-15	-8
tim23-1 inh	20	0	22	7	8	-1	1	-7
697 NFkB inh	11	0	28	-4	-11	-4	13	9
Jurkat NFkB inh	2	9	9	13	-17	-9	-11	-7
UPR XBP1 act	-4	0	-3	-1	0	1	-3	1
TIM10 inh	5	-4	-7	-3	5	-16	-19	-35

25) CCCn1c(SCC(=O)c2ccc3c(c2)NC(=O)CO3)nc2ccccc21
26) CC(C)(C)n1nnnc1CN1CCN(C2CCCC2)CC1
27) CCOc1cccc(SCc2noc(C(=O)NC(C)C)c2C(=O)O)c1
28) CC(C)OC(=O)CN1C(=O)C(C)(C)Oc2ccc(C(=O)NC3CC3)cc21
29) COc1ccc(/C=C/C(=O)OCC(=O)NC(C)CCc2ccccc2)cc1 (stereo unspecified)
30) CC(C)(C)OC(=O)N[C@H](Cc1ccccc1)C(=O)N1CCC[C@@H]1C(=O)O
31) COC(=O)CCCC(=O)N1CCC(CCC(=O)NCc2ccc(F)cc2)CC1
32) Cc1ccc(NC(=O)c2sccc2C)cc1S(=O)(=O)N(C)C

screen / no.	25	26	27	28	29	30	31	32
tim10-1 inh	33	-12	20	13	0	-2	13	30
CHOP UPR activ	2.4	-0.6	-1.3	-2.9	-1.4	1.5	-9.1	2.9
Mdm2-MdmX inh	39	-29	7	-6	16	12	4	0
tim23-1 inh	17	-6	3	10	9	-9	9	21
697 NFkB inh	-21	4	-2	9	13	10	4	5
Jurkat NFkB inh	-22	15	15	-4	-1	-10	1	0
UPR XBP1 act	0	-4	0	3	-3	-1	0	3
TIM10 inh	21	-2	-1	4	-5	0	-5	30

33) O=C1NC2C(NC(=O)N2C2CCCCC2)N1C1CCCCC1 (stereo unspecified)
34) CCC(CC)c1nnc(NC(=O)c2cccc(S(=O)(=O)N3CCc4ccccc43)c2)s1
35) Cc1ccsc1C=C1C(=O)c2ccccc2C1=O
36) COc1cccc(C(=O)OC(C)C(=O)Nc2ccc3c(c2)OCO3)c1 (stereo unspecified)
37) CS(=O)(=O)Nc1cccc(C2=NN(C(=O)CCCC(=O)O)C(c3cccs3)C2)c1 (stereo unspecified)
38) Cc1cc(NC2C3CC4CC(C3)CC2C4)n2nnnc2n1 (stereo unspecified)
39) S=c1[nH]nc(-c2cc(-c3ccccc3)n[nH]2)n1/N=C/C=C/c1ccccc1
40) CC(C)(C)NC(=O)Cn1ccc(=N)c2ccccc21

screen / no.	33	34	35	36	37	38	39	40
tim10-1 inh	-11	9	38	-25	-2	-16	7	5
CHOP UPR activ	-1.8	3.4	1.4	-0.3	0.3	-1.6	0.7	0.9
Mdm2-MdmX inh	19	1	-2	2	-5	19	6	29
tim23-1 inh	-10	16	42	6	1	-10	27	-8
697 NFkB inh	11	-24	4	-52	3	-19	-22	20
Jurkat NFkB inh	9	-7	-12	-3	-3	-5	-9	8
UPR XBP1 act	-2	-1	-3	2	-6	-3	0	5
TIM10 inh	-6	15	18	-18	16	-10	4	-2

41) NS(=O)(=O)c1ccc(NC(=S)NC(=O)c2cccc(Br)c2)cc1
42) CC1(C)Cc2c(cnn2-c2ccc(F)cc2)C(NC(=O)CCc2ccncc2)C1 (stereo unspecified)
43) COc1ccccc1CC1S/C(=N/N=C/c2ccco2)NC1=O (stereo unspecified)
44) O=C(NCCOc1ccccc1)C1Nc2ccc(C(F)(F)F)cc2C2c3ccccc3CC12 (stereo unspecified)
45) COc1cc([N+](=O)[O-])ccc1NC(=O)C[n+]1ccccc1C
46) CCN(CC)S(=O)(=O)c1cccc(C(=O)Nc2ccccc2)c1
47) CCOc1ccccc1NC(=S)N1CCN(c2ccc(O)cc2)CC1
48) COc1ccccc1-c1nnc(SCCN2CCOCC2)n1-c1ccc(C)cc1

screen / no.	41	42	43	44	45	46	47	48
tim10-1 inh	24	24	-10	23	6	19	21	20
CHOP UPR activ	4.1	2.8	0.3	3.2	-1.4	2.3	2.7	1.6
Mdm2-MdmX inh	5	-11	17	26	21	21	-11	-3
tim23-1 inh	28	25	-7	36	0	5	16	12
697 NFkB inh	-12	-39	2	5	3	-14	2	17
Jurkat NFkB inh	-7	-16	-6	20	-15	-43	2	-6
UPR XBP1 act	6	-3	-1	1	-2	0	1	-3
TIM10 inh	19	25	4	6	5	-7	9	10

Four entries already listed, ordered by the value under 697 NFkB inh, low to high.
cpd	compound	697 NFkB inh
41	NS(=O)(=O)c1ccc(NC(=S)NC(=O)c2cccc(Br)c2)cc1	-12
47	CCOc1ccccc1NC(=S)N1CCN(c2ccc(O)cc2)CC1	2
45	COc1cc([N+](=O)[O-])ccc1NC(=O)C[n+]1ccccc1C	3
48	COc1ccccc1-c1nnc(SCCN2CCOCC2)n1-c1ccc(C)cc1	17

(further entries)
49) CSc1nc2ccc(Br)cc2[nH]1
50) COCCNC(=O)c1c(CSc2ccccc2)noc1C(=O)NCc1ccccc1
51) COC(=O)c1ccc(CNC(=O)COC(=O)c2cc(Cl)ccc2O)cc1
52) O=C(C1=C[C@@H](c2ccccc2)C[C@@H](OCc2ccc(CO)cc2)O1)N1CCCCCCC1
53) Cc1c(CC(=O)N2CCN(C(=O)C3COc4ccccc4O3)CC2)c(=O)oc2cc(O)ccc12 (stereo unspecified)
54) COCc1nn2c(N)c(C#N)cnc2c1-c1ccccc1
55) CC1CC(CCC(=O)NC(=S)Nc2ccc(Cl)cn2)C(=O)O1 (stereo unspecified)
56) c1ccc(-c2nnc(N3CCN(c4ccccc4)CC3)nc2-c2ccccc2)cc1

screen / no.	49	50	51	52	53	54	55	56
tim10-1 inh	28	15	0	23	-5	4	20	-13
CHOP UPR activ	6.0	-3.1	2.3	0.5	1.4	-1.0	-0.3	2.0
Mdm2-MdmX inh	-8	25	-11	13	12	20	-26	36
tim23-1 inh	19	24	15	30	1	2	5	7
697 NFkB inh	-26	-2	12	2	-4	-5	-11	0
Jurkat NFkB inh	-2	-10	-37	19	5	2	10	4
UPR XBP1 act	1	-1	3	1	-3	7	-1	-4
TIM10 inh	19	11	4	12	-8	9	7	2

57) O=C(CNS(=O)(=O)c1ccccc1)NCC(=O)OCc1ccccc1F
58) COc1ccc(/C=N/NC(=O)c2ccc(CSc3nncn3C)cc2)cc1OC
59) Cc1c(CN2CCCCC2C)c(=O)n(-c2ccccc2)n1C (stereo unspecified)
60) COc1ccccc1NS(=O)(=O)c1ccc(C)c(C(=O)NC2=NCCS2)c1

screen / no.	57	58	59	60
tim10-1 inh	9	5	6	12
CHOP UPR activ	2.0	-0.4	-1.5	1.3
Mdm2-MdmX inh	7	7	-5	18
tim23-1 inh	11	0	-1	21
697 NFkB inh	-8	4	14	18
Jurkat NFkB inh	1	-6	-11	-1
UPR XBP1 act	-3	2	-2	-2
TIM10 inh	-10	-8	-6	15

Source: PubChem BioAssay
